# Fh CTSL1 inh – blocks F. hepatica cathepsin L1 in PFM18AAP counter-screen. recombinant F. hepatica cathepsin L1, Z-Leu-Arg-MCA fluorescence. inhibition, % at 5.96 µM. actives 0.49% (n = 300,000). AID 1906;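 active = inhibition above the mean of all tested compounds plus 3 SD, set per screening campaign, cut at about 17% in these data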;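 note: 0% = plate median of test compound wells and 100% = 1 µM Z-Phe-Ala-diazomethylketone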
# Efflux pump inh – antifungal efflux pump inhibition, Nile Red retention. inhibition, % at 10 µM. S. cerevisiae Candida pump triplex. AID 485275. actives 0.44% (n = 330,000);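 active = plate passing quality check with inhibition over a set limit, or well fluorescence over plate mean plus 4 SD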;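 note: Nile Red retained in pooled yeast measured as flow cytometry median fluorescence; 0% = buffer negative control and 100% = Enniatin B positive control; higher means more Nile Red kept so more efflux inhibition; some compounds called inactive have numbers as strong as hits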
# PP1 counter – blocks human PP1-alpha phosphatase, a PP5 counter-screen. purified PP1alpha, OMFP fluorescence. actives 0.9% (n = 320,000). P62136. inhibition, % at 6.7 µM;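 active = inhibition above the mean inhibition of all tested compounds plus 3 SD, computed separately for each screening campaign, cut at about 15% in these data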
# Target sequence (P62136 whole entry, looked up): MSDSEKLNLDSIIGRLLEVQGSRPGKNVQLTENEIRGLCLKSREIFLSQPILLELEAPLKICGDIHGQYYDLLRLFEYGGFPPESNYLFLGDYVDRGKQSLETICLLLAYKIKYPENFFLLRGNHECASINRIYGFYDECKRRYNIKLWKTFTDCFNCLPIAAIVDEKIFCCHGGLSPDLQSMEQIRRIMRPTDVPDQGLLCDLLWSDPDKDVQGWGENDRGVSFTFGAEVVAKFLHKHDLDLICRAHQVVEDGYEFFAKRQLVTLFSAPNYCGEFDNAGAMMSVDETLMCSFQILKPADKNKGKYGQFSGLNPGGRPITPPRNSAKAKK
# core dimer inh – blocks dimerization of HCV core protein. inhibition, % at 5 µM. actives 0.33% (n = 300,000). TR-FRET GST/Flag-core106 dimerization, 1536-well;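 active = inhibition above the mean of all tested compounds plus 3 SD, set per screening campaign, cut at about 45% in these data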
#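 Assay system: Tagged HCV core106 pair (GST and Flag) | Buffer or medium: KF-containing HEPES buffer, pH 7.45, DTT, CHAPS, BSA | Also added: Eu donor and XL665 acceptor anti-tag antibodies | Dosing: One concentration, 5 µM, in 0.5% DMSO | Timing: 4 h at 22.5 °C | Technique: TR-FRET 671 and 617 nm emission | Repeats: Singlicate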
# PP5 primary – inhibitors of human protein phosphatase 5 (PP5); purified PP5c, OMFP substrate fluorescence; inhibition, % at 6.7 µM; actives 0.18% (n = 320,000);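 active = inhibition above the campaign's mean inhibition across all tested compounds plus 3 SD, cut at about 9.5% in these data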;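 note: 0% = DMSO only and 100% = 100 µM cantharidin control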
# PREPL inh – human PREPL enzyme inhibition. Q4J6C6. recombinant PREPL, fluorescence polarization activity-based probe. inhibition, % at 5.96 µM. actives 0.68% (n = 320,000). AID 2751; in the data active = inhibition above about 43%;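 note: 0% = enzyme with DMSO and 100% = wells lacking enzyme; many of its hits are not listed in these tables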
# LYPLA2 counter – LYPLA2 (human) inhibition in PME1 counter-screen; inhibition, % at 5.9 µM; actives 0.38% (n = 320,000); AID 2177; O95372; recombinant LYPLA2, FP-Rh probe fluorescence polarization;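 active = inhibition above the screen-wide mean plus 3 SD, limit set per campaign, cut at about 26% in these data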;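 note: 0% = LYPLA2 with DMSO and 100% = wells lacking LYPLA2 enzyme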
# Target sequence (O95372 whole entry, looked up): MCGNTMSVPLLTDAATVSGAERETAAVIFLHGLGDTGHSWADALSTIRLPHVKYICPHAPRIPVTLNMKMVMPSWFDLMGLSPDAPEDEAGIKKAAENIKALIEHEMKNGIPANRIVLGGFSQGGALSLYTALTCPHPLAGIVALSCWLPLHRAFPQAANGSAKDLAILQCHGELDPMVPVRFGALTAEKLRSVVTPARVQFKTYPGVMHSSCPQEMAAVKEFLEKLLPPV
# TPT1 inhibitor – inhibitors of Candida albicans tRNA 2'-phosphotransferase TPT1; recombinant caTPT1, FP RNA substrate dephosphorylation; inhibition, % at 5 µM; actives 0.81% (n = 300,000); AID 1962;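 active = inhibition above the mean of all tested compounds plus 3 SD, set per screening campaign, cut at about 24% in these data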;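 note: plate controls were DMSO alone for no effect and ferristatin control at 100 nM for full effect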
# JMJD2C inh – blocks human GASC-1 demethylase activity | Q9H3R0 | AID 2099 | inhibition, % at 2.35 µM | actives 0.069% (n = 330,000) | GST-JMJD2C(1-420) H3K9me3 demethylation, DELFIA europium;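 active = more than half of a compound's replicate wells show inhibition beyond 50%, single wells judged on their own value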;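 note: signal counts dimethyl H3K9 product captured on neutravidin plate; 0% = median of DMSO wells and 100% = 0.3 times that DMSO median; strong numbers were not always called active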
# Target sequence (Q9H3R0 1-420 limits assumed): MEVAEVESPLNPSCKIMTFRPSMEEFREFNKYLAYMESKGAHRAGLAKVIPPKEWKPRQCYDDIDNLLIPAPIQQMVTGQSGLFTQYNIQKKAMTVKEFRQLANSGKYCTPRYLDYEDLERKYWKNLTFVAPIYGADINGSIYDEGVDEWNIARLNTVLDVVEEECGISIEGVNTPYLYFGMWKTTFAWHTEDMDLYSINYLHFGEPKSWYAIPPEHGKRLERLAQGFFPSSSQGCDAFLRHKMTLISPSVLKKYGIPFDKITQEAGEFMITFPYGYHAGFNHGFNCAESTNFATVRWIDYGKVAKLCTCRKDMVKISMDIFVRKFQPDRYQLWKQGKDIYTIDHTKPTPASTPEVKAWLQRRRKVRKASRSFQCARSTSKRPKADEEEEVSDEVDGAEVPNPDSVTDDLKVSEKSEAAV
# Active calls of the source: *; / = not tested or not shown; & = joins results of further samples. Only part of the results is shown; rates above refer to the full screens.
# Each structure is followed by: JMJD2C inh	PP1 counter	LYPLA2 counter	TPT1 inhibitor	PP5 primary	Efflux pump inh	PREPL inh	core dimer inh	Fh CTSL1 inh
- Cc1ccccc1NC(=O)Cn1cnc2c(oc3nc4c(cc32)CCCC4)c1=O
    5.6	1.9	20.3	-0.5	2.3	0.1	10.6	8.0	-2.1
- COc1ccccc1N1CCN(C(=O)c2cn(Cc3ccccc3)nc2-c2cccnc2)CC1
    2.5	1.3	-3.2	/	-1.9	0.1	26.1	/	/
- CC1CN(C(=O)c2cccc(COc3ccccc3Cl)c2)CC(C)O1 (stereo not given)
    2.0	0.2	2.6	-6.7	0.0	0.0	15.6	-0.1	1.8
- COc1cc(-c2nc3cnccn3c2NC(C)(C)CC(C)(C)C)ccc1O
    -0.2	6.4	10.8	-2.4	1.4	0.1	3.8	0.6	3.7
- c1ccc2oc(CCc3nc4ccccc4o3)nc2c1
    -6.0	-3.3	2.6	0.3	-1.1	0.0	-2.7	0.1	-5.5
- COc1ccc(C(=O)Nc2ccc(NC(=O)c3ccco3)c(Cl)c2)cc1OC
    -14.9	-3.9	-5.2	3.5	-1.1	0.0	10.4	-6.1	6.7
- CCCn1nnnc1SCC(=O)c1ccc(NC(C)=O)cc1
    4.9	3.7	-0.2	-0.7	-1.1	-0.1	-7.0	-3.0	0.9
- COCCNC(=O)C1CC(=O)N(C2CCCCC2)C1 (stereo not given)
    -14.6	-4.7	0.7	3.1	2.0	-0.1	8.0	-1.0	10.3
- CCCc1ccc2oc(C(=O)N3CCN(CC(=O)NC(C)C)CC3)c(C)c2c1
    13.3	2.9	-1.7	-1.1	0.6	0.0	23.9	-16.1	-1.6
- CC(C)c1cccc(OCC(=O)Nc2ccc(S(=O)(=O)Nc3ccccn3)cc2)c1
    6.8	0.8	-9.3	4.5	-0.7	0.0	-5.2	11.1	3.0
- CC(C)(C)NC(=O)C1CN(S(=O)(=O)c2ccccc2)CCN1S(=O)(=O)c1ccccc1 (stereo not given)
    11.4&-0.2	0.6	8.5	-0.7	2.4	0.1	18.6	-0.8	-0.5
- O=C(CSc1nc2ccccc2s1)NCc1cc([N+](=O)[O-])ccc1O
    11.2	-2.8	4.8	-4.0	1.7	0.0	3.5	-8.5	1.9
- O=C(Cn1c2[n+](c3ccc(C(F)(F)F)cc31)CCCCC2)Nc1ccc(Br)cc1
    -22.1	2.2	-11.3	4.9	1.2	0.2	31.3	-4.5	-0.8
- Cc1ccc(NC(=O)OCc2cc(-c3ccccc3)on2)cc1
    0.1	-2.9	3.1	-2.5	1.4	0.0	-22.1	3.8	4.2
- Oc1ccccc1/C=N/[n+]1ccccc1
    -1.3	-3.8	3.3	0.1	-1.1	-0.1	11.0	3.3	-7.0
- CC(C)CN1CCN(Cc2cccc3nccnc23)CC1CCO (stereo not given)
    17.0	-0.7	6.8	-1.4	2.5	0.0	6.3	4.6	4.3
- COC(=O)c1cc2c(cc1[N+](=O)[O-])OCO2
    -14.1	-2.4	-2.0	0.3	1.0	0.5	10.1	-6.2	1.1
- COc1cc(C2Nc3ccc4ncccc4c3C3=C2C(=O)CCC3)cc(OC)c1OC (stereo not given)
    0.0	-1.8	-7.2	0.6	1.1	-0.1	-2.5	1.7	1.4
- Cc1ccc(C(=O)C(C)OC(=O)Cn2[nH]c(=O)c3ccccc3c2=O)cc1 (stereo not given)
    1.9	2.0	-3.6	-1.5	0.7	-1.8	17.5	-0.8	-34.0
- Cc1[nH]n(-c2cccc(Cl)c2)c(=O)c1-c1ccccc1
    -20.5	-0.9	2.3	-3.0	2.6	-0.2	-7.0	-32.6	-1.4
- CC(=O)OCC1OC(n2ccc(=O)[nH]c2=O)C(O)C1O (stereo not given)
    -3.9	-1.5	-4.7	-4.5	1.9	0.2	-11.6	0.0	0.4
- CCC(CC)C(=O)NCCN1CCN(C(=O)C(CC)CC)CC1
    16.4	4.5	-2.4	-8.2	-1.4	-0.1	-6.0	-6.4	2.2
- O=c1cnnc(SCCc2ccccc2)[nH]1
    -0.2	-1.9	-1.8	1.1	0.9	0.1	-9.5	3.5	-3.6
- O=C(OCC(=O)N1CCCc2ccccc21)c1cc(Br)ccc1O
    5.4	-2.0	6.6	3.5	-1.8	0.1	-1.0	1.9	-9.7
- CC(C)(C)C1=CC(=O)C(=O)C(C(C)(C)C)=C1
    5.1	3.9	1.0	-0.7	4.3	-0.1	-8.7	-7.1	5.5
- O=C(O)C1CC=CCC1C(=O)Nc1cccc(Cl)c1 (stereo not given)
    5.8	-1.8	0.5	0.6	5.1	0.0	7.2	-9.8	1.7
- Cc1cccc(NC(=O)CCCN2C(=O)C(c3ccccc3)Oc3cccnc32)c1C (stereo not given)
    -16.5	-1.4	3.6	0.2	-0.6	0.5	3.6	0.4	1.8
- O=C(C1CC=CCC1)N1CCC(CO)(Cc2ccc(Cl)cc2)CC1 (stereo not given)
    12.1	0.6	-3.3	0.8	1.4	0.0	12.1	-1.8	-1.6
- CSc1nc2ccc3nc(NC(=O)c4ccc(Cl)s4)sc3c2s1
    -4.5	-2.2	-1.4	-2.0	0.6	0.4	7.2	-1.2	1.3
- O=C(NC(=S)Nc1ccc(S(=O)(=O)N2CCCC2)cc1)C1CC1
    -3.0	0.7	-5.5	1.2	0.2	0.5	0.4	-3.3	-13.8

# As entered above.
# Value of CC1CN(C(=O)c2cccc(COc3ccccc3Cl)c2)CC(C)O1 (stereo not given) under PREPL inh: 15.6
# Value of O=c1cnnc(SCCc2ccccc2)[nH]1 under JMJD2C inh: -0.2

# Next entries follow:
# Each structure is followed by: JMJD2C inh	PP1 counter	LYPLA2 counter	TPT1 inhibitor	PP5 primary	Efflux pump inh	PREPL inh	core dimer inh	Fh CTSL1 inh
- COc1cc(NC2=CC(=O)CC(C)(C)C2)cc(OC)c1
    -1.3	3.1	1.8	-1.1	0.2	-0.1	-7.5	3.4	3.8
- CCCCOC(=O)Oc1ccc2c(=O)c(Oc3cccc(C)c3)coc2c1
    -1.5	2.1	7.2	0.4	0.3	-0.1	41.1	14.7	6.1
- COc1ccc(C)cc1S(=O)(=O)n1cnc(C)c1
    -2.4	-4.2	4.4	3.5	-0.4	0.1	-4.4	7.8	-0.4
- CCN1C(=O)C(CC(=O)Nc2cc(C)ccc2C)SC1=Nc1ccc(S(N)(=O)=O)cc1 (stereo not given)
    -0.1	0.0	-3.6	1.7	-2.9	-0.1	-0.1	1.9	-3.5
- O=[N+]([O-])c1ccc(S(=O)(=O)NCC(c2ccco2)N2CCc3ccccc3C2)cc1 (stereo not given)
    -12.2	0.7	-4.8	-3.3	1.3	0.1	2.1	0.3	5.2
- O=C(C(NS(=O)(=O)c1cccc2nsnc12)c1ccccc1)N1CCN(c2ccccc2)CC1 (stereo not given)
    -2.9	-1.0	-2.0	-0.9	1.1	-0.1	35.7	12.8	-0.5
- CCc1ccccc1NC(=O)c1cc(-c2cccs2)on1
    5.2	5.0	-5.3	-2.5	3.9	-0.1	-0.9	-2.6	1.0
- COc1ccc(S(=O)(=O)N2CCCCCC2)cc1C(=O)Nc1ccc(C)cn1
    13.4	-1.8	1.5	0.1	-1.7	0.0	-0.3	5.0	0.1
- COCCNC(=O)C1CC(c2ccc([N+](=O)[O-])cc2)=NO1 (stereo not given)
    -3.7	1.7	4.1	0.0	-0.7	-0.1	0.6	-2.6	-0.2
- CC(=O)c1cccc(NC(=O)NCc2cccs2)c1
    -2.1	0.1	10.7	-3.0	1.0	-0.1	13.7	-2.8	-2.6
- CCOC(=O)c1c(NC(=O)c2ccno2)c2cc([N+](=O)[O-])ccc2n1C
    9.2	-2.9	-2.3	-1.7	-0.7	-0.1	-7.8	1.9	2.2
- CCCCN(N=Nc1nonc1OC)c1nonc1OC
    7.3	0.1	3.4	-2.5	2.9	0.5	12.0	-0.7	0.0
- COc1ccc(CCN2CC(C(=O)N(C)CCOc3ccccc3)CCC2=O)cc1 (stereo not given)
    -13.9	-3.6	2.6	1.3	0.1	0.1	9.5	-3.1	0.3
- O=C(CCc1ccccc1)NC(=S)Nc1cc(C(F)(F)F)ccc1N1CCOCC1
    22.5	2.8	30.9*	3.1	2.0	0.0	8.8	3.5	0.8
- O=C(Oc1cccc(-n2cnnn2)c1)C1CCCCC1
    -12.2	-1.4	6.3	-6.0	-0.5	-0.1	33.3	-2.5	-1.7
- Cc1cc(-c2nnc(-c3ccccc3)c(-c3ccccc3)n2)c(C)o1
    -0.9	5.0	10.9	10.4	0.9	0.0	6.4	16.5	-0.8
- CCOC(=O)C1=C(C)N=c2s/c(=C\c3ccc(OC(C)=O)c(OCC)c3)c(=O)n2C1/C=C/c1ccccc1 (stereo not given)
    -4.5	-2.1	-4.2	16.0	-0.7	0.0	0.4	20.9	0.7
- CC(C)c1ccc(-c2nnn(CCC(=O)O)n2)cc1
    0.0	-1.1	-1.8	3.1	7.8	0.0	-5.6	-1.5	-0.9
- Cc1ccc(NS(=O)(=O)c2ccc3c(c2)CC(=O)N3)c(C)c1
    13.2	-0.8	-6.9	-1.3	-0.6	-0.2	-9.8	3.6	-1.5
- CCOc1ccc(NS(=O)(=O)c2ccc(C(=O)NCC3(N(C)C)CCCCC3)cc2)cc1
    -20.4	0.3	1.7	-2.9	-0.3	0.2	16.2	-3.3	1.2
- COCCN(C(=O)COC(=O)Cc1c[nH]c2ccccc12)c1c(N)n(Cc2ccccc2)c(=O)[nH]c1=O
    0.6	-2.9	7.2	3.2	0.9	0.1	-3.8	4.8	-6.5
- CC(NC(=O)c1ccco1)c1nc(-c2ccc(Cl)cc2)no1 (stereo not given)
    5.8	-6.7	-0.9	-6.5	-10.4	-0.1	12.9	-14.6	10.8
- Cc1ccc(C(=O)N/N=C\c2ccc[nH]2)cc1[N+](=O)[O-]
    14.5	4.6	0.0	-0.1	3.8	0.1	31.0	1.7	0.0
- CCc1ccc(C(=O)NNc2ccc(S(N)(=O)=O)cc2)cc1
    16.0	-1.2	-2.7	-3.8	-1.4	0.0	0.2	1.2	0.1
- CCCN1C2CCCC1CC(NC(=S)NCCCOCC)C2 (stereo not given)
    0.3	-2.1	2.3	-1.6	-1.2	-0.1	5.7	-3.9	-1.2
- COc1ccccc1C(=O)Nn1c(C2CCC2)nc2ccccc2c1=O
    4.6	-0.7	-1.2	1.9	-1.8	-0.1	-0.4	1.2	-1.7
- Nc1ccc(C(=O)N2CCN(S(=O)(=O)c3ccc4c(c3)OCCO4)CC2)cc1[N+](=O)[O-]
    16.6	-3.4	2.7	-0.8	1.7	0.0	-1.9	-2.7	-0.3
- Cc1ccccc1-c1nc(-c2ccc(NC(=O)c3cccs3)cc2)no1
    -0.8	-0.4	-63.7	-0.3	0.1	-0.1	-18.6	5.3	-0.5
- COc1ccc(C(=O)COC(=O)CCCC(=O)NC2CCCCC2)cc1
    -2.1	-3.2	6.6	-2.7	-2.5	-0.1	5.2	0.2	-26.9
- CCCCN(CC)Cc1ccc(CNC(=S)Nc2ccccc2F)o1
    12.3	-2.2	6.0	-1.3	3.5	-0.1	16.4	-0.4	-2.3
- CC(=O)Nc1ccc(N(C(=O)c2ccco2)C(C(=O)NC2CCCC2)c2ccc(N(C)C)cc2)cc1 (stereo not given)
    -7.3	-0.8	2.8	0.8	1.7	-0.3	0.4	0.6	-0.2

# Compound activity (PubChem BioAssay)
